Peg3 promoter: Peg3 promoter activity inhibition | AID 588405 | HeLa PEG-Prom luciferase reporter, luminescence, overnight | inhibition, % at 20 µM | 360,000 tested, 1.7% active;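 active = inhibition of at least 50% at 20 µM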
Shn3 3UTR inh: Schnurri-3 reporter inhibition in Clone20 osteoblasts | Clone20 osteoblast Shn3 3'UTR firefly luciferase, 24 h | inhibition, % at 12.5 µM | 360,000 tested, 0.52% active | AID 588674;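 active = mean inhibition of at least 75% with every replicate also reaching 75%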;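 note: 0% = median of neutral control wells and 100% = pilot-screen positive control compound; some compounds past the cut are filed as inactive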
NR2E3 ag-1: NR2E3 (human) agonism; Q9Y5X4; GST-NR2E3/biotin-RetCOR TR-FRET, 1536-well; inhibition of corepressor binding, % at 4.78 µM; 320,000 tested, 0.12% active; AID 2300;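 active = percent inhibition above the cutoff of mean plus 3 SD of all tested compounds, set per screening campaign, cut at about 20% in these data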;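 note: 0% = DMSO wells and 100% = biotin wells as full block of FRET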
Target sequence (Q9Y5X4 whole entry, looked up): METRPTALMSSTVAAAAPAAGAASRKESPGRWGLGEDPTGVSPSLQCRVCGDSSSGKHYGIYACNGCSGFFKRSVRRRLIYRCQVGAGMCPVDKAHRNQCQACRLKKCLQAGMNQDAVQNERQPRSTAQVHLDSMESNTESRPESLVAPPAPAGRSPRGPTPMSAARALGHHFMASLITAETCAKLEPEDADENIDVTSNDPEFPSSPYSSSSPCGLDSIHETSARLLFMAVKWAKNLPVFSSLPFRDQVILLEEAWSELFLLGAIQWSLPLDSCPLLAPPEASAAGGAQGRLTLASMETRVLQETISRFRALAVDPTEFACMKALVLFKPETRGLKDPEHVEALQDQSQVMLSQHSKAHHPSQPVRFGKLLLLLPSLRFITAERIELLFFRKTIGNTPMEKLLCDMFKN
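Material – GST-tagged NR2E3 plus biotinylated RetCOR corepressor · Quantity – NR2E3 fusion 1.35 nM · Times – 5 h incubation at 4 °C · Medium – pH 7.5 Tris-based buffer · Technique – TR-FRET, Eu(K)-anti-GST donor, streptavidin-D2 acceptor, ex 340, em 617/671 nm · Benchmarks – high control biotin, low control 0.6% DMSO · Format – 1536-well plates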
HIF-2a inh: HIF-2a inhibition | 786-0 RCC cells HIF-2a reporter, luciferase luminescence, overnight | inhibition, % at 18.8 µM | 360,000 tested, 0.72% active;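 active = inhibition of the luminescence signal of 40% or more relative to plate controls, in a single-dose primary screen at 18.75 µM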
TROY NFkB inh: inhibitors of TROY-dependent NF-kB signaling. AID 1347056. Q293 LMP1-TROYcd NF-kB luciferase reporter, 4 h. inhibition, % at 10 µM. 360,000 tested, 0.98% active;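 active = compounds whose plate-normalised and pattern-corrected inhibition of the luciferase reporter signal at the single screening dose is 50% or more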
C8 TRAIL sens: sensitizes caspase-8 expressing cells to TRAIL; NB7+C8 cells + TRAIL, ATPlite viability luminescence; inhibition (viability loss, TRAIL sensitization), % at 10 µM; 360,000 tested, 1% active; AID 624354;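 active = compounds causing at least 50% loss of cell viability in the single-dose screen, relative to plate controls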
CF NFkB inh: cystic fibrosis NF-kB activation inhibition. 360,000 tested, 0.86% active. inhibition, % at 5 µM. KKLEB NF-kB-GFP reporter, PAF-induced, GFP fluorescence overnight. AID 588850;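 active = at least 50% inhibition at 5 µM, scaled per plate between neutral and stimulator controls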;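 note: PAF is a Pseudomonas aeruginosa culture filtrate used as stimulus; plate controls were PAF-stimulated DMSO wells for no effect and unstimulated DMSO wells for full effect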
NR2E3 ag-2: activates human NR2E3 receptor; CHO-S Gal4-NCOR/VP16-NR2E3 two-hybrid, luciferase; inhibition of corepressor binding, % at 3.98 µM; 360,000 tested, 0.35% active; AID 602229;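 active = inhibition above the mean of all tested compounds plus 3 SD, cut at about 70% in these data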;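 note: 0% = DMSO with NR2E3 transfected cells and 100% = cells lacking NR2E3 construct; higher means lower luciferase signal from less NR2E3 corepressor binding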
TWEAK Fn14 block: TWEAK-Fn14 signaling inhibition | TWEAK-stimulated Fn14 reporter cells, luciferase luminescence, 8 h | AID 1159606 | 360,000 tested, 2% active | inhibition, % at 10 µM; in the data active = inhibition above about 50%
KKLEB tox: counter-screen for CF NF-kB inhibitors: cytotoxicity | KKLEB CF airway cells viability, ATPlite luminescence, overnight; hits give low values; cells stimulated with P. aeruginosa culture filtrate | activity change (cytotoxicity), % at 5 µM | 360,000 tested, 0.36% active;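 active = corrected activity change at or below -50% at 5 µM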
TRPM1 prom inh: MITF TRPM1 promoter inhibition in SK-MEL-5 cells; SK-MEL-5 TRPM1 promoter luciferase, 24 h; inhibition, % at 12.5 µM; 330,000 tested, 0.83% active; AID 488899;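 active = mean inhibition across replicates of 60% or more, whatever share of single replicates reaches that level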; note: values of inactives mirror those of a sister screen read the other way
Numbers without * were called inactive; / = no result given. These rows are one share of the data; rates above refer to the full screens.

molecule | Peg3 promoter | Shn3 3UTR inh | NR2E3 ag-1 | HIF-2a inh | TROY NFkB inh | C8 TRAIL sens | CF NFkB inh | NR2E3 ag-2 | TWEAK Fn14 block | KKLEB tox | TRPM1 prom inh
O=C(CN(C(=O)CCC(=O)Nc1nccs1)c1cccc(F)c1)NCC1CCCO1 (configuration not stated) | 13 | 4 | 0 | 11 | -22 | -3 | -4 | -18 | -3 | 1 | 7
CCCCOc1ccccc1C(=O)NCCCCCC(=O)O | 4 | -1 | -1 | 15 | 8 | -1 | 4 | -23 | -11 | -3 | -3
COc1ccc(C2NC(=O)N(C)C(C)=C2[N+](=O)[O-])cc1 (configuration not stated) | 11 | -1 | -2 | 18 | 11 | 1 | -4 | 18 | -7 | -2 | 0
CN(Cc1ccccc1)C1CC(=O)N(c2ccc(C(=O)O)cc2)C1=O (configuration not stated) | 24 | -29 | 4 | -18 | -34 | 2 | 4 | -8 | 14 | 7 | -3
Cc1ccccc1S(=O)(=O)Cc1ccc(C(=O)NCCCN2CCCC(C)C2)o1 (configuration not stated) | 2 | -4 | -5 | 4 | 0 | -12 | -23 | 19 | -3 | 13 | 0
Cc1ccccc1Cn1c(C)cc(C)c(C#N)c1=O | 8 | 9 | 0 | 7 | -1 | 11 | 6 | -5 | 9 | 0 | 1
O=[N+]([O-])c1ccc(Cl)c(S(=O)(=O)NCC2CCCO2)c1 (configuration not stated) | 10 | -8 | -3 | 22 | 12 | -5 | 9 | -16 | 6 | -4 | 4
COc1ccc(C(=O)Nc2cnc3sc(C)nn3c2=O)cc1 | -17 | 13 | 4 | -20 | -1 | -4 | -8 | 3 | -8 | 14 | -7
COCC(=O)Nc1ccc(N2CCN(c3ccccc3)CC2)c(F)c1 | -22 | 0 | 2 | -56 | -12 | -5 | -2 | -21 | -8 | 0 | -9
CC(=O)N1c2ccc(S(=O)(=O)NCCC(=O)Nc3ccc(C)cn3)cc2CC1C (configuration not stated) | 1 | 1 | 1 | 2 | -9 | -5 | -21 | 2 | -8 | -14 | 6
Cc1cc(C(F)(F)F)nn1CC(=O)Nc1ccc2c(c1)OCO2 | 7 | 3 | -2 | 1 | 3 | 1 | 4 | -4 | -10 | 14 | 10
CC(NC(=O)Cn1c(=O)oc2cc(S(=O)(=O)N3CCCC3)ccc21)c1ccccc1 (configuration not stated) | 15 | 18 | 4 | 5 | 13 | 4 | 14 | 0 | -6 | 17 | 0
CC(Sc1nnc(Cc2ccccc2)o1)C(=O)NC1(C#N)CCCCC1 (configuration not stated) | 10 | -23 | / | 4 | 2 | -12 | -20 | -22 | 6 | 12 | 3
O=C(Nc1ccc(Cl)cc1)OCc1ccccn1 | -252 | -47 | -4 | -238 | -50 | -12 | 6 | -71 | -1 | 1 | -73
COc1cc(C(=O)Nc2cccc(C)c2C)ccc1OCC(=O)N1CCOCC1 | -4 | -24 | -1 | -5 | 4 | -9 | -4 | -19 | 7 | 2 | /
CC(C)(C)OC(=O)N1CCCN(C(=O)Nc2ccccc2)CC1 | 2 | / | -3 | 19 | 8 | 15 | 13 | 13 | -1 | -1 | /
CCOc1ccccc1C(=O)Nc1ccc(S(=O)(=O)Nc2cc(OC)nc(OC)n2)cc1 | 7 | 7 | 5 | 14 | 23 | -1 | -23 | -12 | 5 | 15 | 1
CCOC(=O)[C@]12CCCC=C1N(Cc1ccc3c(c1)OCO3)C(=O)[C@H](CC(=O)NCCC(C)C)C2 | / | / | / | 1 | -2 | -1 | / | 30 | -4 | / | /
Cc1ccc(CNC(=O)COC(=O)c2nc(-c3ccccc3)oc2C)cc1 | 7 | 14 | 1 | -8 | -10 | -3 | -1 | -10 | -29 | 3 | -6
CC(CN1CCCCC1)C(=O)NNC(=O)C12CC3CC(CC(C3)C1)C2 (configuration not stated) | 5 | -1 | -2 | 21 | 6 | -7 | 3 | 3 | -7 | -2 | -3
S=C(Nc1ccc2nsnc2c1)N1CCCCCC1 | -252 | -21 | 1 | -186 | -4 | 13 | 25 | -113 | -15 | 4 | -88
Fc1ccc(Cn2nnnc2C(c2cccs2)N2CCCCCC2)cc1 (configuration not stated) | 6 | 0 | 4 | 3 | -6 | 5 | 16 | 5 | 16 | -3 | 0
O=C(NCCOc1ccccc1)C1CCC(=O)N(C2CCCCCC2)C1 (configuration not stated) | -8 | 9 | 1 | -28 | 3 | -18 | -15 | -36 | -5 | 9 | 10
COc1nc(NCCC2=CCCCC2)nc(OC)n1 | -33 | 2 | -2 | -40 | -4 | -13 | 8 | 8 | 7 | 3 | -26
COc1ccc(CCNCC(=O)Nc2ccc(C(=O)N3CCCCC3)cc2)cc1 | -4 | 30 | 3 | 8 | 16 | 6 | -14 | -13 | 36 | 2 | -8
Cc1cc(C)nc(SC/C=C/c2ccccc2)n1 | -70 | -4 | 3 | -110 | -22 | -7 | -5 | -10 | -47 | -1 | -20
NC1=NC(=Nc2ccccc2)c2ccccc21 | 10 | -6 | 2 | 9 | -17 | 15 | 25 | -1 | 12 | -11 | 26
O=C(CCCOc1ccc(Cl)cc1)N1CCCCCC1 | -74 | -13 | 0 | -119 | -45 | -5 | 15 | -18 | -26 | -8 | -41
Cc1cc(N2C(=O)C3C4C=CC(C4)C3C2=O)ccc1NC(=O)c1cccs1 (configuration not stated) | -3 | 4 | 0 | 13 | 8 | -11 | -22 | -4 | -1 | -2 | -1
O=C(O)C1CC=CCC1C(=O)Nc1ccc2c(c1)OCCO2 (configuration not stated) | -55 | 44 | 3 | -4 | 59* | 8 | -1 | 61 | 79* | 2 | -14
O=C(O)C1C2C=CC(C2)C1C(=O)NCc1ccc2c(c1)OCO2 (configuration not stated) | 14 | -69 | 1 | -14 | -4 | -19 | 0 | -23 | -7 | 1 | -1
S=c1[nH]nc(-c2ccncc2)n1Cc1ccccc1 | 1 | 8 | -2 | 24 | -2 | -9 | 17 | 9 | -11 | -1 | -2
O=C(/C=C/c1ccco1)Nc1ccccc1N1CCOCC1 | 14 | 3 | -2 | 14 | 1 | 1 | -17 | 2 | -23 | 8 | -5
CNC(=S)N(Cc1cc2cc(C)ccc2n2nnnc12)CC(C)(C)CN(C)C | -7 | -19 | / | 5 | -16 | 6 | -16 | -12 | -16 | 11 | -4
CC(C)NC(=O)C1CCN(S(=O)(=O)c2ccc(N3CCCC3=O)cc2)CC1 | 21 | -5 | 2 | 0 | 0 | -3 | 12 | -9 | -9 | 2 | 2
Cc1nc2sc(-c3ccccc3)nn2c(=O)c1Br | -99 | 2 | 1 | -99 | -4 | 28 | -8 | -112 | 34 | 4 | -6
Cc1cccnc1C1=NOC(Cc2ccccc2)C(=O)N1Cc1ccccc1F (configuration not stated) | 9 | 8 | / | 9 | -4 | 2 | -4 | 10 | -1 | 4 | /
COc1ccc(CCNC(=O)/C=C/c2ccc(OC)c(S(=O)(=O)N3CCOCC3)c2)cc1 | 11 | 0 | 5 | 5 | -1 | 4 | 8 | -4 | -8 | -10 | -7
Cc1sc2nc(CN3CCCCC3)nc(Nc3ccc4c(c3)OCCO4)c2c1C | -3 | 8 | 2 | 17 | -3 | 24 | 12 | 6 | 5 | -7 | 14
COC(=O)c1c(/N=C/N(C)C)sc2c1CCN(c1ncc(C(F)(F)F)cc1Cl)C2 | -34 | 13 | 0 | 3 | 12 | -1 | 2 | 16 | 11 | -3 | 10

Rewritten with values under each structure: part of the list above
Fields – Peg3 promoter, Shn3 3UTR inh, NR2E3 ag-1, HIF-2a inh, TROY NFkB inh, C8 TRAIL sens, CF NFkB inh, NR2E3 ag-2, TWEAK Fn14 block, KKLEB tox, TRPM1 prom inh
- O=C(NCCOc1ccccc1)C1CCC(=O)N(C2CCCCCC2)C1 (configuration not stated)
  -8, 9, 1, -28, 3, -18, -15, -36, -5, 9, 10
- COc1nc(NCCC2=CCCCC2)nc(OC)n1
  -33, 2, -2, -40, -4, -13, 8, 8, 7, 3, -26

(listing goes on)
molecule | Peg3 promoter | Shn3 3UTR inh | NR2E3 ag-1 | HIF-2a inh | TROY NFkB inh | C8 TRAIL sens | CF NFkB inh | NR2E3 ag-2 | TWEAK Fn14 block | KKLEB tox | TRPM1 prom inh
COc1cccc(Nc2nc(N)nc(CCl)n2)c1 | 31 | / | 0 | -72 | -14 | 89* | 35 | -9 | -4 | -8 | -28
O=C(Cn1cnc2ccccc2c1=O)N1CCOCC1 | 7 | -1 | -2 | 7 | 5 | -11 | -4 | -9 | 17 | 6 | -10
CC(C)CN=c1cc(-c2ccccc2)oc2ccc(Cl)cc12 | -130 | -6 | 2 | -186 | -50 | 16 | -41 | -40 | -36 | -10 | -49
CC1CCN(S(=O)(=O)c2ccc(Oc3ccc([N+](=O)[O-])cc3)cc2)CC1 | 18 | 49 | 3 | 10 | 14 | 15 | -2 | 88* | 18 | 13 | 22
CC(=O)Nc1cccc(Oc2ccc([N+](=O)[O-])cc2Cl)c1 | -9 | -10 | 7 | 3 | -4 | 1 | -15 | 20 | 5 | -2 | -15
O=C(NC1CCS(=O)(=O)C1)c1ccc(-c2ccc(Br)cc2)o1 (configuration not stated) | -56 | 5 | 5 | -119 | -37 | -3 | 0 | -28 | -20 | 9 | -9
CCCn1c(SCC(=O)Nc2nccs2)nnc1-c1cccnc1 | 11 | -1 | 3 | 8 | -1 | -5 | 14 | -11 | 16 | -10 | 6
Cn1ccnc1SCC(=O)Nc1sccc1C#N | -3 | -2 | -2 | -31 | 12 | 6 | 4 | -32 | 0 | 5 | -14
CCCc1c(C(=O)O)cnn1-c1ccc(Cl)cc1 | -13 | 7 | -1 | 0 | -4 | 8 | 7 | 2 | 3 | 3 | 4
CSc1ccccc1C(=O)Nc1nc2ccccc2c(=O)[nH]1 | -93 | -1 | 1 | -141 | -5 | 8 | 1 | -38 | 15 | 0 | -59
Cc1c(Cc2ccccc2)c(NCCCO)n2c(nc3ccccc32)c1C#N | 22 | 23 | -1 | 25 | -38 | 9 | 34 | 13 | 7 | -18 | /
O=C(C[n+]1cc(-c2ccccc2)n2c1CCCCC2)c1ccc(Br)cc1 | 10 | 13 | 3 | 10 | 7 | 3 | -17 | -27 | 0 | -2 | 19
CCc1ccc(S(=O)(=O)N2CCN(Cc3ccco3)CC2)cc1 | 30 | 2 | 0 | 7 | -16 | -8 | -1 | 15 | 8 | 5 | 1
CCn1cc(C(=O)NC2CCCc3c2cnn3-c2cccc(C)c2C)cn1 (configuration not stated) | 12 | 76 | 0 | -17 | 24 | 30 | 18 | 105* | 11 | -8 | 13
COc1cc(-c2cc3nc(C)c(C)c(=O)n3[nH]2)cc(OC)c1OC | 1 | -12 | 2 | 0 | -3 | -1 | -10 | -9 | -21 | 0 | 13
CCN(CC(=O)Nc1cccc(F)c1)CC(=O)Nc1ccc2c(c1)OCCO2 | 5 | -3 | / | 12 | -4 | -11 | -12 | 17 | -15 | 6 | /

From PubChem BioAssay
